EPAC1 agonist = qHTS for Agonist of cAMP-regulated guanine nucleotide exchange factor 3 (EPAC1): primary screen; Rap guanine nucleotide exchange factor 3 (Homo sapiens), O95398; EPAC1 agonist qHTS, biochemical assay; response scale: 100% = response to 6.5 mM cAMP; Potency, µM (doses to about 154 µM), for inactives: at the highest dose activation, usual class: activators; 360,000 compounds, 0.073% hits; AID 720707, 2013; also: potency is read from the fitted curve at half-maximal effect; nearly all actives have a fitted effect of over 60% in size
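EPAC1 100 nM, Rap1B–BODIPY-GDP 250 nM, unlabeled GDP 50 uM; compound titration; 5 min RT; kinetic read ex480/em540 at 5-min intervals ×30 min; data normalized to 6.5 mM cAMP agonist control.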
Abeta yeast res = qHTS for compounds that reverse cellular toxicity of Amyloid beta (A-beta) peptide in yeast: Primary Screen; yeast expressing A-beta42, growth rescue, OD600, 48 h; response scale: 0% DMSO, 100% iron-clioquinol control; Potency, µM (top dose mostly 46.1 µM), inactives show at the top dose growth rescue, hits mostly activators; 410,000 compounds, 0.063% hits; also: potency is read from the fitted curve at half-maximal effect; nearly all actives have a fitted effect of over 55% in size
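Yeast growth medium received pinned compounds, then yeast cells expressing toxic A-beta were added; plates incubated at 30 C for 48 hr. Growth read as absorbance at 600 nm, normalized to DMSO and equimolar FeCl3 plus clioquinol controls.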
FUS yeast rescue = qHTS for Suppressors of FUS Proteinopathy: Primary screen using FUS-linked yeast assay; AID 1347120, 2019; 390,000 compounds, 0.24% hits; Potency, µM (highest dose often 76.6 µM), for the others: at the highest dose growth rescue (activation), hits mostly activators; S. cerevisiae FUS-expressing, growth rescue, OD600, 24 h;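 also: potency is read from the fitted curve at half-maximal effect; plate controls were DMSO vehicle for no effect and reference control for full effect; nearly all actives have a fitted effect of over 55% in size; some results filed as inactive show a strong effect at the top dose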
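Cultures pregrown in 2.5% raffinose medium are shifted to minimal medium containing 2% galactose to express toxic FUS. Compounds are tested at several concentrations. After 24hr at 30C, growth is quantified at 600 nm absorbance.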
PLK1 PBD inh = qHTS for Inhibitors of PLK1-PDB (polo-like kinase 1 - polo-box domain): Primary Screen | 360,000 compounds, 2.8% hits | Potency, µM, for the others: max response, negative = inhibition, usual class: inhibitors | Plk1 PBD binding of FITC phosphopeptide, fluorescence polarization; also: potency is read from the fitted curve at half-maximal effect; series mostly up to about 57 µM; % is scaled to controls: 0 for no effect and ±100 for the full control effect; nearly all actives have a fitted effect of over 65% in size
Target sequence (P53350 whole entry, looked up, the tested form may be a part): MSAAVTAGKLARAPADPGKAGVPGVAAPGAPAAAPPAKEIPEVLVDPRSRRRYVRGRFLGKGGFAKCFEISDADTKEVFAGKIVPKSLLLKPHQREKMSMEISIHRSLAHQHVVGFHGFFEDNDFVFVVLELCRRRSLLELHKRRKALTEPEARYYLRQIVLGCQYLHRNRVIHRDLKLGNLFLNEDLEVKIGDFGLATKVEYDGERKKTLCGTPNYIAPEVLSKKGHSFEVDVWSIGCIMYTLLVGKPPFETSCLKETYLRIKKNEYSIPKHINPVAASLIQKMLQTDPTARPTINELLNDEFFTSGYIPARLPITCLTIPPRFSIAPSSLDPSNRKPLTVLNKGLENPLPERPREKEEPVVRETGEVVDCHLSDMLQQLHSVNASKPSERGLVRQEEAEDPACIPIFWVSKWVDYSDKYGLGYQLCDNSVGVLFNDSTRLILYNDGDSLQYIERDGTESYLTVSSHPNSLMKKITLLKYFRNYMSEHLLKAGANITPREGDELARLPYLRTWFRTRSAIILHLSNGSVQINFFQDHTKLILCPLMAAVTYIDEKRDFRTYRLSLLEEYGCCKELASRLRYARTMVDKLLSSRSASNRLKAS
PI5P4K alpha inh = qHTS for Inhibitors of phosphatidylinositol 5-phosphate 4-kinase (PI5P4K). Phosphatidylinositol 5-phosphate 4-kinase type-2 alpha (Homo sapiens), P48426. PI5P4Kalpha enzyme, ADP-Glo luminescence, 60 min; active compounds read low. max response, %. 330,000 compounds, 1.2% hits; active = max response of -50% or lower; inconclusive = between -30% and -50%; inactive = -30% or higher; also: value at the top dose of about 77 µM; % is scaled to controls: 0 for no effect and ±100 for the full control effect
Target sequence (P48426 whole entry, looked up): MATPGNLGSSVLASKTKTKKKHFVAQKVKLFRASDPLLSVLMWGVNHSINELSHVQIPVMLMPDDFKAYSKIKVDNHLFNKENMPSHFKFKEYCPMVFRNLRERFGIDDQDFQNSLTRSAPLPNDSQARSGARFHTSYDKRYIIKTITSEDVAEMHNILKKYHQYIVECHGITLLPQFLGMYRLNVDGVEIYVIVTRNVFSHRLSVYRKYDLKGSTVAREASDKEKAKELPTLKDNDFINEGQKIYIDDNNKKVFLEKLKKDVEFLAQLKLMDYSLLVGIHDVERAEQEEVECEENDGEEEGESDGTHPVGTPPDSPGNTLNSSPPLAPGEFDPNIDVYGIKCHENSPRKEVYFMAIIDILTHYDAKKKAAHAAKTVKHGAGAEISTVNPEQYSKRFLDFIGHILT
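PI5P4Kalpha ADP-Glo assay; 5 microM ATP final; 60 min RT reaction; HEPES pH 7.4/EGTA/CHAPS, 5% DMSO; controls lacking substrate or enzyme; luminescent end-point.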
WRN helicase inh = qHTS for Inhibitors of WRN Helicase | Bifunctional 3'-5' exonuclease/ATP-dependent helicase WRN (Homo sapiens), Q14191 | WRN helicase unwinding, fluorescent forked duplex, kinetic | Potency, µM (titrated, usually from 114 µM), without a hit: at the highest dose activity change, negative = inhibition, usual class: inhibitors | 360,000 compounds, 0.46% hits; also: potency is read from the fitted curve at half-maximal effect; % is scaled to controls: 0 for no effect and ±100 for the full control effect; nearly all actives have a fitted effect of over 55% in size
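Kinetic red-fluorescence monitoring (525/598 nm) tracks WRN helicase activity after 100 nM fluorophore-quencher forked duplex and 2 mM ATP are added to 20 nM enzyme pretreated 15 min at room temperature with compound.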
EPAC1 antag = qHTS for Antagonist of cAMP-regulated guanine nucleotide exchange factor 3 (EPAC1): primary screen. Rap guanine nucleotide exchange factor 3 (Homo sapiens), O95398. EPAC1 GEF assay, Rap1b-BODIPY-GDP exchange fluorescence. Potency, µM (highest dose often 115 µM), for inactives: at the highest dose activity change, negative = inhibition, actives largely listed as inhibitors. 360,000 compounds, 0.14% hits. AID 720709, 2013;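 also: potency is read from the fitted curve at half-maximal effect; plate controls were vehicle for no effect and positive control for full effect; nearly all actives have a fitted effect of over 50% in size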
IL-2 act = qHTS of IL-2 Activators. IL-2 activation reporter assay, cell-based qHTS; stimulated with anti-CD3/CD4/CD28 beads; in transgenic mouse T cells. activation, % (series mostly up to about 46 µM). 360,000 compounds, 0.065% hits. AID 652025, 2013; in the data active = activation above about 50%; inconclusive = mostly about 30% to 49%; also: 0% is about no effect
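Unstimulated transgenic mouse T cells, 750 per well, received compound and, after 60 minutes, anti-CD3/anti-CD4 bead plus anti-CD28 stimulation. EGFP and DsRed were quantified after 18 hours.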
* = called active by the depositor; ? = inconclusive; . = not tested or not shown; [ ] = remark or other dose. Unless noted, calls follow the shape of the dose curve; as a rule, active = well fitted curve in the direction sought with a large enough effect; inconclusive = small, poorly fitted or top-dose-only effect, or another doubt; inactive = no such curve, though single readings can be large; an effect the other way counts as inactive or inconclusive.

SMILES	EPAC1 agonist	Abeta yeast res	FUS yeast rescue	PLK1 PBD inh	PI5P4K alpha inh	WRN helicase inh	EPAC1 antag	IL-2 act
CC1C(C#N)=C(N)OC2=C1C(=O)CCC2 (centres undefined)	-5.3%	7.5%	-24.7%	-8.4%	0.4	-26.5%[57.1 µM]	2.5%	0.6
O=C(CC1NC(=O)NC1=O)Nc1cccc2ccccc12 (centres undefined)	4.7%	8.5%	13.4%	-4.0%	.	3.8%	7.4%	0.3
Clc1ccc(NCc2nncn2-c2ccccc2)cc1	-2.4%	2.8%	-4.6%	-14.7%	4.3	11.3%	-6.5%	0.6
COc1cc2ccccc2cc1C(=O)NC1CCC(C)CC1 (centres undefined)	-3.0%	-8.2%	7.2%	-3.9%	-3.7	-2.1%	8.5%	-0.6
COC(=O)c1ccc(NC(=O)CSCC(=O)OCC(=O)c2ccc(Br)cc2)cc1	-0.2%	-2.4%	10.4%	-16.7%	3.0	-2.3%	2.3%	19.4
COC(=O)c1ccc(CN2CCCC(CO)(Cc3ccccc3F)C2)cc1 (centres undefined)	10.7%	-1.1%	-10.6%	0.7%	6.2	-6.6%	2.5%	1.0
COc1ccccc1Oc1ccc2c(c1)C(=O)N(CC(=O)O)C2=O	-7.4%	-6.7%	19.7%	-10.9%	16.6	-6.0%	-29.1%	0.2
COc1ccc(OC)c(C(=O)CSc2nnnn2C)c1	0.0%	-0.7%	-4.4%	-2.4%	.	3.5%	-25.0%	-1.4
CCC(=O)Nc1cc(C)c(NC(=O)c2ccccc2OC)cn1	-3.7%	-1.2%	13.9%	-0.8%	9.2	-13.2%	15.6%	0.1
O=C(c1ccco1)N1CCN(C(c2ccc(F)cc2)c2nnnn2Cc2cccs2)CC1 (centres undefined)	2.6%	-4.6%	23.1%	0.1%	-6.5	0.6%	-11.4%	1.1
Cc1nn(-c2cccc(C(=O)O)c2)c(C)c1Oc1ccccc1O	0.0%	-0.9%	12.5%	-2.8%	-0.9	0.0%	0.0%	-0.6
O=C(Nc1ccccc1)/C(=C/c1ccc2c(c1)OCO2)NC(=O)c1ccco1	-2.5%	0.0%	.	-11.8%	0.0	13.4%	2.2%	-3.1
COC(CNC(=O)c1ccc2nc3ccccc3c(=O)n2c1)OC	3.1%	5.6%	-6.2%	-3.3%	-1.8	-11.7%	8.0%	1.0
Cc1ccc(S(=O)(=O)NC(=O)N2CCCN(Cc3ccc(F)cc3)CC2)cc1	-10.2%	3.3%	-7.2%	5.2%	-5.4	-22.7%	-2.3%	1.2
Cc1c(-c2ccccc2)nc2ccccc2c1C(=O)NCc1cccs1	12.6%	-24.8%	.	?	-17.1	0.6%	-0.7%	0.0
CC(=O)N1CCN(CCS(=O)(=O)c2cc(Cl)ccc2Cl)CC1	-3.7%	-46.3%[inhibitor]	-7.4%	3.3%	-1.7	1.7%	-3.3%	-1.0
COc1ccc(-c2csc3ncnc(Cl)c23)cc1	5.9%	-11.0%	1.1%	-3.0%	8.3	-6.1%	?	0.3
O=S(=O)(NCCCCNS(=O)(=O)c1c(F)cccc1F)c1ccc2c(c1)OCCO2	-5.3%	-11.3%	-15.0%	.	.	.	4.9%	-0.9
Cc1ccccc1OCC(O)Cn1c(Br)nc2c1c(=O)[nH]c(=O)n2C (centres undefined)	11.3%	1.6%	-21.8%	1.1%	-1.0	0.0%	-1.3%	1.3
Cc1ccc(S(=O)(=O)Nc2cccnc2)c(C)c1C	0.7%	11.4%	-5.0%	-0.2%	-1.6	12.0%	-18.4%	-0.4
CCc1nc2ccccc2c(C(=O)NCc2ccccc2)c1C	?	12.6%	8.8%	-10.9%	1.9	-4.2%	50.5%[activator]	0.3
COc1ccccc1Cc1c(-c2cccc(Cl)c2)nc2ccc(C)cn12	14.3%	-21.2%	27.6%	-11.1%	8.2	-11.6%	-18.5%	-0.8
CCNC(=O)C[C@@H]1C=C[C@@H](NS(=O)(=O)c2ccc(F)cc2)[C@@H](CO)O1	1.1%	-11.3%	-3.3%	-6.1%	-0.9	-8.2%	1.2%	1.3
O=C(NCC1CCN(C(=O)c2c(F)c(F)c(F)c(F)c2F)CC1)c1c(F)c(F)c(F)c(F)c1F	-5.4%	16.3%	.	-4.0%	5.0	-22.0%	5.3%	-0.3
CN1CCCN(S(=O)(=O)c2ccc3ccccc3c2)CC1	-7.7%	-10.9%	23.3%	-17.3%	-10.7	-22.4%	-16.8%	-3.9
COc1ccccc1/C=N/NC(=O)CO	-7.4%	-17.7%	-11.7%	-0.8%	-4.7	4.1%	6.2%	0.8
CC(=O)N1CN(C2CCCC2)Cc2c1sc1c2CCCC1	2.9%	14.0%	32.8%	-6.3%	.	-4.8%	-0.1%	-0.7
Cc1cc(=O)oc2cc(OCc3ccc(C(=O)N4CCN(c5ccccc5)CC4)cc3)ccc12	10.3%	20.0%	?	-1.5%	-17.7	-11.4%	-27.0%	-1.5
Clc1ccc(CSc2nccn2Cc2ccccc2)cc1	8.8%	-36.7%[inhibitor]	22.8%	-2.5%	3.7	-4.8%	1.6%	-2.7
O=C(CSc1nnc(-c2cccc(F)c2)o1)Nc1nncs1	6.3%	-2.9%	-25.3%	-14.8%	-10.3	0.7%	10.6%	0.6
O=c1cc(CCl)nc2sc3ccccc3n12	-4.8%	-28.2%	0.8%	?	-26.3	-4.5%[11.6 µM]	4.6%	-3.7
CCC(Sc1nc(C)cc(C)n1)C(=O)Nc1ccc(S(N)(=O)=O)cc1 (centres undefined)	-0.6%	7.3%	2.5%	0.6%	-10.8	-2.3%	17.1%	-2.6
Cn1c(N)c(C(=O)CSc2nnc(N)s2)c(=O)n(C)c1=O	8.1%	-20.7%	17.8%	-13.6%	0.9	-29.2%	-14.4%	0.5
C[C@H](CO)N1C[C@H](C)[C@@H](CN(C)S(=O)(=O)c2cccc(C#N)c2)OCc2cn(nn2)CCCC1=O	2.1%	2.3%	-31.2%	-5.2%	2.8	3.7%	4.1%	-0.2
CNc1snc(C)c1C(=O)OCC(=O)c1ccc(Cl)cc1	-4.3%	-10.3%	6.7%	-12.5%	-7.0	0.8%	0.0%	-0.4
COc1cccc(-c2cc(C(F)(F)F)nc(-n3cncn3)n2)c1	4.8%	2.5%	21.6%	-13.3%	.	4.6%	8.9%	-0.2
COc1ccc(NC(=O)c2ccco2)c(NC(=O)c2ccc([N+](=O)[O-])cc2)c1	7.9%	-1.3%	15.7%	3.4%	-0.1	10.1%	-1.4%	-2.4
CC1CCC(C(O)(C(=O)c2ccccc2)c2ccccc2)C(=O)C1 (centres undefined)	-4.4%	-32.0%[inhibitor]	-6.1%	2.5%	-11.2	7.7%	-15.2%	-4.0
CCOC(=O)CSc1nnc(Cc2ccccc2)n1-c1cccc(Cl)c1	2.4%	1.4%	23.3%	-25.3%	-0.1	1.2%	0.8%	-0.2
CC1CCCN(c2nc3c(c(=O)n(C)c(=O)n3C)n2CCSc2nc3ccccc3o2)C1 (centres undefined)	-0.8%	5.1%	11.1%	-5.3%	.	-1.1%	16.4%	-1.3

An excerpt from above in order of their number in WRN helicase inh, smallest number first:
Compound	PLK1 PBD inh	PI5P4K alpha inh	WRN helicase inh	EPAC1 antag	IL-2 act
Cn1c(N)c(C(=O)CSc2nnc(N)s2)c(=O)n(C)c1=O	-13.6%	0.9	-29.2%	-14.4%	0.5
CCC(Sc1nc(C)cc(C)n1)C(=O)Nc1ccc(S(N)(=O)=O)cc1 (centres undefined)	0.6%	-10.8	-2.3%	17.1%	-2.6
COc1ccccc1/C=N/NC(=O)CO	-0.8%	-4.7	4.1%	6.2%	0.8

Further results
SMILES	EPAC1 agonist	Abeta yeast res	FUS yeast rescue	PLK1 PBD inh	PI5P4K alpha inh	WRN helicase inh	EPAC1 antag	IL-2 act
O=c1c(Cc2ccccc2)c(O)nc2n1CCCS2	4.9%	-10.5%	23.1%	-4.1%	0.2	4.6%	-0.7%	0.0
COc1ccccc1-c1cccc([C@@H]2C[C@H]3[C@H](CON3C)CN2Cc2cc(Cl)cc(Cl)c2)c1	5.8%	0.7%	28.2%	-0.7%	33.5	-4.5%	-4.4%	0.0
Cc1ccc([N+](=O)[O-])cc1NC1OC(CO)C(O)C1O (centres undefined)	2.6%	-2.9%	-7.4%	-5.6%	.	8.0%	7.0%	-1.7
COc1ccc(-c2cc(C(F)(F)F)nc(SCC(=O)NCc3cnn(C)c3C)n2)cc1OC	2.8%	-8.1%	.	-15.3%	-0.4	5.3%	3.3%	-1.1
CCN1C(=O)C2(C(C(=O)c3ccc(C)o3)=C(O)C(=O)N2CCCN(C)C)c2ccccc21 (centres undefined)	-3.9%	6.5%	3.4%	-1.4%	-3.4	-14.3%	3.4%	4.2
CCCN1C(=O)/C(=C2\SC(N3CCCCC3)=NC2=O)c2ccccc21	-4.9%	-39.2%[inhibitor]	14.9%	-9.1%	2.1	-17.4%	-11.0%	0.4
COc1cc(/C=N/NC(=O)CCC(=O)NCc2ccccc2)cc(OC)c1OC	-8.2%	14.7%	8.0%	-2.0%	0.3	-18.2%[57.1 µM]	4.1%	1.7
O=C(NNc1ccccc1)C(=O)N1CCCCC1	-2.9%	23.6%	-5.9%	5.0%	0.6	-0.7%	-6.7%	0.3
O=C(O)c1ccc2c(c1)C(=O)N(Cc1ccco1)C2=O	1.0%	-13.6%	5.0%	?	-69.3*	-33.8%	2.6%	1.2
O=C(CN1CCN(C(=O)N2CCCCC2)CC1)Nc1ccc(F)cc1	4.7%	13.9%	-11.4%	0.1%	.	-3.8%	0.8%	-0.6
CN(C)CCN(Cc1cc2cc3c(cc2nc1Cl)OCO3)C(=O)c1ccco1	1.4%	0.0%	25.4%	-0.6%	0.5	24.9%	-18.6%	2.1
NN(Cc1ccccc1)C(=S)Nc1ccc(Cl)c(Cl)c1	1.0%	?	9.7%	3.5%	6.9	4.8%	-19.1%	0.3

An excerpt from above with just EPAC1 antag and PI5P4K alpha inh.
structure	EPAC1 antag	PI5P4K alpha inh
O=c1c(Cc2ccccc2)c(O)nc2n1CCCS2	-0.7%	0.2
CN(C)CCN(Cc1cc2cc3c(cc2nc1Cl)OCO3)C(=O)c1ccco1	-18.6%	0.5
